MT stabilizer: stabilizes microtubules in HeLa cells; AID 2205; % tubulin-high responders, % at 10 µM; actives 0.83% (n = 200,000); HeLa tubulin immunostaining HCS, 24 h; share of cells brighter than vehicle mean+2SD;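 active = plate Z-score above 3 for both tubulin-high and condensed-nucleus cell shares, with cell loss under 80%, at 10 µM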;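 note: anti alpha tubulin signal scored within the nucleus-defined area of each cell; some results filed as inactive read as strong as hits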
Dynein transport: dynein cargo transport inhibition | 3617.4 mouse cells, GR-EGFP nuclear translocation imaging; test concentration mostly 20 µM; stimulated with dexamethasone, 1 µM; stronger effect = lower value | z-score, hits read low | actives 0.47% (n = 220,000);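 active = plate z-score of nuclear minus cytoplasmic receptor signal below a set negative limit, without overly bright fluorescence or cell loss, cut at about -3.5 in these data, passing the limit was not always enough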;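 note: z-score of nuclear minus cytoplasmic ring GR-EGFP intensity difference per well; some compounds called inactive have numbers as strong as hits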
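Buffer or medium – tet-free medium with charcoal-stripped serum · Signal – automated 10x imaging of fixed Hoechst-stained cells · Also added – dexamethasone agonist, 1.0 µM final, for 30 min · Incubation – induction 48 h, compound 1 h, agonist 30 min · Read-out – GR-EGFP nuclear translocation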
T cell HTS: T cell immune modulation candidate | calls only at 7 µM | AID 2052 | 2C CD8+ T cell-vesicle binding, flow cytometry; stronger effect = lower value | actives 0.068% (n = 330,000);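 active = response, share of CD8 T cells binding vesicles, and their 90th percentile fluorescence all below set limits, cut at about 80% in these data, passing the limit was not always enough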
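Also added: QL9-peptide-loaded Drosophila micro-vesicles bearing Ld, ICAM-1 and B7-1; Test system: purified 2C TCR transgenic mouse naive CD8+ T cells; Measured by: cytometric PE anti-B7-1 and Alexa647 anti-CD8 signals after 1% paraformaldehyde fixation; Timing: binding step 1.5 h, 37 °C, antibody labelling 20 min, ice.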
Lipid droplet: hepatic lipid droplet formation modulation. AML12 mouse hepatocytes, oleate lipid droplets, BODIPY imaging. inhibition, % at 6.5 µM. actives 0.4% (n = 240,000);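 active = lipid droplet intensity inhibited by at least 50%, with more than 500 cells counted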
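Test system: AML12 hepatocytes (mouse); reagent: oleate loading, 100 µM; dosing: one dose, 6.5 µM compound; incubation: overnight exposure; signal: fluorescence imaging, 20x objective, two fields per well; read-out basis: % inhibition of corrected integrated BODIPY droplet signal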
Salmonella PhoP GFP: inhibitors of PhoP regulon expression, primary screen, Salmonella Typhimurium, GFP reporter (AID 1863); actives 0.16% (n = 300,000); inhibition, % at 50 µM, or IC50 in µM where a hit was titrated; S. Typhimurium PhoP-regulated promoter GFP reporter, 4 h; higher % means a stronger effect;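 active = inhibition over 29.93%, a cutoff 3 SD above the screen mean, later confirmed by dose response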;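 note: 0% = low Mg2+ inducing control and 100% = high Mg2+ repressing control; strong numbers were not always called active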
b-catenin transl: beta-catenin nuclear translocation modulation | HeLa beta-catenin nuclear translocation, immunofluorescence imaging | nuclear translocation activity, % at 5 µM | actives 0.3% (n = 190,000) | AID 1665;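 active = nuclear translocation activity above 50% at 5 µM, with a well cell count of 50 or more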;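 note: per-cell ratio of nuclear to cytoplasmic median beta-catenin stain intensity; plate controls were DMSO negative control for no effect and GSK-3 inhibitor IX positive control for full effect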
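Test system: human HeLa cells, endogenous beta-catenin. Times: 24 h compound exposure, 37°C. Measured by: beta-catenin immunofluorescence imaging with DAPI.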
Autophagy mod: autophagy modulation, high-content screen | actives 0.98% (n = 190,000) | calls only at 10 µM (by protocol) | AID 463193 | MEF GFP-LC3 puncta imaging; test concentration mostly 10 µM;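 active = percentage of spot-positive cells more than 3 SD above its plate mean, without a fluorescence outlier flag or 80% toxicity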;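 note: spot-positive cell cutoff set from DMSO-treated cells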
Ins promoter up: MIN6 insulin promoter up-regulation. MIN6 insulin promoter-GFP reporter, high-content imaging; stronger effect = higher value. z-score at 5 µM. actives 0.3% (n = 190,000);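 active = z-score above 3 at 5 µM with at least 500 cells counted in the well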
ER stress rescue: protection against thapsigargin-triggered cell killing – 384-well, CSM14.1, ATP luminescence, primary screen (AID 1222) | cellular ATP content (survival), % at 20 µM, or EC50 in µM where a hit was titrated | CSM14.1 thapsigargin-induced death rescue, ATP luminescence; higher % means a stronger effect | 190,000 tested, under 10 active;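 active = EC50 below 50 µM in the dose-response confirmation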;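 note: death triggered by thapsigargin at about 15 µM added after 2 h compound pretreatment; cell ATP read after overnight thapsigargin exposure of roughly 18 to 22 hours; normalized against plate controls of thapsigargin alone and 5% DMSO vehicle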
Dynein transport cytoplasmic EGFP: further read-out of Dynein transport, marked with its call; z-score; measured here: cytoplasmic GR-EGFP intensity; stronger effect = higher value
Dynein transport nuclear GR-EGFP: also measured in Dynein transport; calls as there; z-score; measured here: nuclear GR-EGFP intensity;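 lower value marks the stronger effect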
Dynein transport cell count: second read-out of Dynein transport, no call of its own (marks repeat the call); z-score; measured here: cell count per field
Ins promoter up cell count: recorded beside Ins promoter up, whose call it bears; cell count; measured here: cytotoxicity, nuclei count;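 total cells summed across four imaged fields per well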
Lipid droplet cells 6.5 µM: second read-out of Lipid droplet, no call of its own (marks repeat the call); cell count; measured here: cell count, cytotoxicity flag;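 cells counted across two imaged fields per well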
b-catenin transl cell count 5 µM: second read-out of b-catenin transl, no call of its own (marks repeat the call); cell count; measured here: cell count, cytotoxicity flag
T cell HTS vesicle-bound %: also measured in T cell HTS; calls as there; double positive events, %; measured here: CD8+ vesicle-bound cell fraction;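 binding gate set so that unloaded-vesicle control wells show 10% double positive cells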
MT stabilizer Hoechst-high %: further read-out of MT stabilizer, marked with its call; % Hoechst-high responders; measured here: nuclear condensation Hoechst responders;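 share of cells brighter than vehicle mean plus two SD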
MT stabilizer cytotoxicity %: second read-out of MT stabilizer, no call of its own (marks repeat the call); toxicity, %; measured here: cytotoxicity by cell density;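 0% = mean cell density of plate MIN control wells and 100% = no cells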
Autophagy mod cell loss 18 h: further read-out of Autophagy mod, marked with its call; toxicity, %; measured here: cell loss, nuclei count;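 cell loss after 18 h compound exposure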
Starred values were filed as active, the others as inactive; i = inactive; · = not tested or not shown.

SMILES | MT stabilizer | MT stabilizer Hoechst-high % | MT stabilizer cytotoxicity % | Dynein transport | Dynein transport cytoplasmic EGFP | Dynein transport nuclear GR-EGFP | Dynein transport cell count | T cell HTS | T cell HTS vesicle-bound % | Lipid droplet | Lipid droplet cells 6.5 µM | Salmonella PhoP GFP | b-catenin transl | b-catenin transl cell count 5 µM | Autophagy mod | Autophagy mod cell loss 18 h | Ins promoter up | Ins promoter up cell count | ER stress rescue
Cc1sc2nc(C(C)Nc3ccccc3N3CCOCC3)[nH]c(=O)c2c1C (stereo unspecified) | 7.8 | 6.0 | 5.2 | 2.2 | -0.26 | 1.3 | -1.2 | i | 16 | · | · | -2% | 2.7 | 837 | i | 30 | -1.2 | 1186 | -0.4%
Cc1ccc(CSCCC(=O)NCCc2ccc(Cl)cc2)cc1 | 3.1 | 2.3 | 6.3 | 0.12 | -0.29 | 0.037 | 1 | i | 48 | 11 | 661 | 0% | -0.9 | 1134 | i | -7 | 0.44 | 1400 | -1.8%
C/C(=N\NC(=O)CN1CCN(Cc2ccccc2)CC1)c1cccs1 | · | · | · | 0.05 | -0.26 | 0.0034 | -0.24 | i | 30 | -5 | 716 | -10% | -5.5 | 1159 | · | · | 0.35 | 1451 | ·
O=S(=O)(Nc1ccc2c(c1)OCCO2)c1ccc(F)cc1 | 2.8 | 1.7 | 8.3 | -0.35 | -0.07 | -0.33 | 0.42 | i | 43 | 2 | 784 | 1% | · | · | i | 5 | · | · | -0.3%
CC(=O)c1ccc(N2C(=NC(=O)C(C)C)SC3CS(=O)(=O)CC32)cc1 (stereo unspecified) | 3.3 | 1.4 | 1.9 | 0.19 | -0.16 | 0.27 | -0.39 | i | 23 | 6 | 748 | -12% | -0.5 | 1114 | i | 6 | 0.54 | 1056 | -1.3%
CCOC(=O)C1CCN(C(=O)c2oc3ccc(S(=O)(=O)N4CC(C)CC(C)C4)cc3c2C)CC1 (stereo unspecified) | 3.0 | 1.4 | 8.1 | 1.4 | 0.22 | 1.1 | -0.56 | i | 24 | -27 | 665 | -3% | 0.1 | 1019 | i | 11 | 0.25 | 1806 | -1.1%
CCOC(=O)N1CCN(C(=O)CS(=O)(=O)c2cn(Cc3ccc(F)cc3)c3ccccc23)CC1 | · | · | · | -0.31 | -0.76 | 0.18 | -0.21 | i | 40 | 15 | 773 | -5% | -1.7 | 1256 | · | · | 0.24 | 1061 | ·
c1cc2ccc3ccc(-n4cnnn4)c4ccc(c1)c2c34 | 2.0 | 0.9 | 8.4 | -0.34 | -0.11 | -0.085 | 0.2 | i | 49 | 14 | 806 | -10% | · | · | i | 0 | · | · | -0.7%
CC(C)(C)NC(=O)CSc1nccn1Cc1ccccc1 | 2.8 | 2.1 | 14 | -0.16 | -0.49 | -0.22 | 0.92 | i | 12 | · | · | 4% | 1.9 | 1328 | i | -36 | -0.37 | 1361 | -1.1%
O=C(O)c1ccc(N/N=C/c2ccc(OC(=O)c3cccc(Cl)c3)cc2)cc1 | · | · | · | 0.42 | 0.013 | 1.1 | -1.9 | i | 22 | 15 | 711 | 3% | -0.4 | 1367 | · | · | -0.46 | 964 | ·
COC(=O)c1ccc2c(c1)S(=O)(=O)NC(=NCc1ccco1)S2 | 3.6 | 2.9 | 1.9 | 1.1 | -0.17 | 0.71 | -0.55 | i | 27 | · | · | -5% | -0.2 | 1133 | i | 11 | 0.87 | 996 | -1.1%
C/C(N)=C(/C#N)C(=O)CSc1nnc(-c2ccc(OC(F)F)cc2)o1 | 3.7 | 1.7 | 12 | -0.29 | 0.024 | -0.18 | -1.3 | i | 50 | 2 | 722 | 6% | -4.2 | 1186 | i | 1 | · | · | -1.2%
CC(=O)c1ccc(N2CCN(CCC#N)CC2)c(F)c1 | 2.9 | 2.5 | 14 | -0.82 | -0.41 | -0.5 | 1.3 | i | 48 | 2 | 677 | 1% | -1.6 | 1048 | i | 1 | 0.86 | 1843 | -2.8%
Cc1ccc(C)c(NC(=O)C(c2ccccc2)N2CCOCC2)c1 (stereo unspecified) | 2.9 | 2.6 | 4.5 | 1.3 | -0.26 | 0.38 | -0.66 | i | 58 | -5 | 643 | -6% | 2.6 | 921 | i | -8 | -0.1 | 1429 | -0.6%
CCOc1ccc(NC2=C(Cl)C(=O)N(Cc3ccccc3)C2=O)cc1 | 1.6 | 2.3 | 5.8 | -0.44 | -0.21 | -0.3 | 0.6 | i | 25 | · | · | 2% | 0.7 | 1352 | i | -6 | 0.11 | 1329 | -2.3%
O=C(Cn1c(=O)c2c(ncn2Cc2ccccc2)n(Cc2ccccc2)c1=O)NC1CC1 | 0.5 | 1.1 | 8.4 | -0.34 | -0.19 | -0.32 | 0.44 | i | 38 | · | · | 0% | 1.1 | 1396 | i | 3 | -0.07 | 1476 | -2.2%
O/N=C(\c1ccc(Cl)cc1)c1ncc(C(F)(F)F)cc1Cl | 2.8 | 1.2 | 17 | -0.74 | 3.1 | -0.21 | -4.2 | i | 44 | -25 | 749 | 0% | · | · | i | -1 | -0.03 | 950 | -0.6%
Oc1ccc(/C=N/Nc2cc(N3CCOCC3)nc(N3CCOCC3)n2)cc1 | 1.8 | 1.3 | 7.1 | 0.67 | 0.27 | 0.63 | -2.1 | i | 22 | · | · | · | · | · | i | 1 | · | · | ·
CCCCOCCCn1c(-c2ccco2)nc2nc3ccccc3nc21 | 3.7 | 1.8 | 6.0 | -0.041 | -0.23 | 0.26 | -0.058 | i | 22 | · | · | 2% | -0.9 | 1413 | i | 8 | -0.17 | 809 | -1.1%
O=C(Cc1ccc(F)cc1)Nc1ccccc1Sc1ccccc1 | 4.0 | 2.6 | 14 | 1.8 | -0.26 | 0.7 | -1.3 | i | 7 | -26 | 663 | 0% | -1.7 | 1125 | i | 2 | 0.4 | 1356 | -1.1%
Cc1ccc(C(=O)Nc2ccc(-c3csc(C)n3)cc2)cc1 | 4.9 | 1.9 | 6.8 | -0.28 | -0.33 | -0.27 | 0.58 | i | 64 | 5 | 685 | -1% | -0.1 | 1102 | i | 34 | 0.15 | 1232 | -1.5%
O=C(O)CCSc1nc2ccc(Br)cc2[nH]1 | 3.1 | 2.2 | 6.1 | -0.53 | -0.17 | -0.21 | 0.78 | i | 56 | · | · | 1% | 1.5 | 1356 | i | -18 | 0.72 | 1377 | -3.1%
Cc1ccc(NC(=O)CSC(C)C(=O)NCCc2ccccn2)cc1 (stereo unspecified) | 4.5 | 2.1 | 8.2 | -0.17 | -0.37 | 0.24 | 0.59 | i | 46 | 1 | 702 | -4% | 2.4 | 973 | i | -9 | 0.42 | 1124 | -0.2%
Cc1ccc(C(=O)n2cnnc2N)cc1C | 2.6 | 3.0 | 8.3 | -0.18 | -0.21 | -0.072 | 1.1 | i | 48 | -1 | 769 | 11% | 0.4 | 999 | i | 0 | 0.92 | 1292 | -2.3%
CC(C)c1nc2oc3c(=O)[nH]cnc3c2c2c1CCC2 | 4.6 | 2.3 | 1.9 | 0.94 | -0.46 | -0.056 | 1.1 | i | 43 | · | · | 3% | -0.3 | 1158 | i | -38 | 0.33 | 970 | -1.4%
CCOc1ccc(-n2c(=O)[nH]cc(C(=O)N3CCc4ccccc43)c2=O)cc1 | 7.2 | 1.3 | 2.7 | 0.16 | -0.29 | 0.24 | -0.35 | i | 12 | · | · | 0% | -2.3 | 1463 | i | 7 | 1.1 | 1517 | -1.6%
O=C(/C=C/Nc1ccc(Oc2ccccc2)cc1)c1ccco1 | 5.5 | 1.9 | 4.2 | -0.079 | -0.12 | -0.21 | 0.31 | i | 28 | 11 | 630 | -2% | -4.3 | 997 | i | 18 | 0.04 | 1461 | 3.7%
COc1ccc(C2=NOC(C(=O)NC(C)C)C2)cc1 (stereo unspecified) | 5.1 | 2.8 | 5.7 | 0.87 | -0.29 | 0.23 | -0.05 | i | 28 | · | · | -3% | 0.8 | 1411 | i | 11 | -0.47 | 1402 | -0.9%

Screening results as filed in PubChem BioAssay.
